# BAZ2B inh: inhibitors of human BAZ2B bromodomain. Potency, µM (top dose mostly 114 µM), for the others: top-dose activity change, negative = inhibition, actives largely listed as inhibitors. Q9UIF8. AlphaScreen BAZ2B-H3K14Ac peptide displacement. 360,000 tested, 4.4% active; further: on the % scale 0 is the no-effect control and ±100 the full control effect; nearly all actives have a fitted effect of over 60% in size
#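 Multi-concentration screen (max 110 uM) measuring displacement of acetylated histone H3 peptide from BAZ2B by AlphaScreen, using 50 nM protein, 50 nM peptide and 10 ug/mL streptavidin donor plus Ni-chelate acceptor beads.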
# POLB inh: blocks human DNA polymerase beta activity; P06746; Pol beta primer extension/strand displacement, fluorescence kinetic; Potency, µM (highest dose often 114 µM), without a hit: top-dose activity change, negative = inhibition, most hits filed as inhibitors; 340,000 tested, 1.3% active; AID 485314; further: on the % scale 0 is the no-effect control and ±100 the full control effect
#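 Pol beta (10 nM) and compounds were preincubated 15 min at room temperature, then 50 nM substrate (final) started primer extension/strand displacement. Reads were taken at 0 and 10 min; concentration-response data were fitted to a four-parameter Hill equation.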
# JMJD2A Tudor inh: JMJD2A Tudor domain (human) inhibition; O75164; Potency, µM (doses to about 114 µM), for inactives: at the highest dose activity change, negative = inhibition, most hits filed as inhibitors; AlphaScreen JMJD2A-Tudor / H3K4me3 peptide binding; 390,000 tested, 4.4% active; further: on the % scale 0 is the no-effect control and ±100 the full control effect; nearly all actives have a fitted effect of over 50% in size
# Pol kappa inh: blocks human DNA polymerase kappa activity | purified Pol kappa, fluorescent DNA synthesis assay, 10 min | 400,000 tested, 0.53% active | AID 588579 | Q9UBT6 | Potency, µM (doses to about 107 µM), for inactives: top-dose activity, negative = inhibition, usual class: inhibitors; further: on the % scale 0 is the no-effect control and ±100 the full control effect
#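 10 nM Pol kappa preincubated 15 min at room temperature with compounds, then reaction started with substrate at 50 nM final. Fluorescence read kinetically at 0 and 10 min; buffer-only wells served as negative control.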
# APE1 inh: APE1 (human) endonuclease inhibition | P27695 | recombinant APE1, TAMRA/BHQ-2 abasic DNA cleavage fluorescence | Potency, µM (titrated, usually from 65.8 µM), inactives show at the highest dose activity change, negative = inhibition, actives largely listed as inhibitors | 350,000 tested, 0.35% active;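 further: plate controls were vehicle for no effect and reference inhibitor for full effect; nearly all actives have a fitted effect of over 55% in size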
#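 Measures dequenching upon AP-site incision of a 5'-TAMRA/3'-BHQ-2 THF-containing duplex, 50 nM; human APE1 0.75 nM after 15 min room-temperature exposure to compound; kinetic three-point read at one-minute spacing.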
# BLM helicase inh: inhibitors of human Bloom syndrome helicase BLM; AID 2528; Potency, µM (top dose mostly 56.1 µM), for inactives: at the highest dose activity change, negative = inhibition, most hits filed as inhibitors; 350,000 tested, 0.2% active; recombinant BLM DNA unwinding, fluorescence dequenching;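 further: plate controls were vehicle for no effect and no enzyme for full effect; nearly all actives have a fitted effect of over 35% in size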
# G9a inh: G9a (human) methyltransferase inhibition; Potency, µM (series often up to 102 µM), for inactives: top-dose activity, negative = inhibition, hits mostly inhibitors; G9a H3K9 monomethylation, AlphaScreen, 2 h; 350,000 tested, 8.8% active; Q96KQ7; further: on the % scale 0 is the no-effect control and ±100 the full control effect; nearly all actives have a fitted effect of over 75% in size
# Target sequence (Q96KQ7 913-1193 limits assumed): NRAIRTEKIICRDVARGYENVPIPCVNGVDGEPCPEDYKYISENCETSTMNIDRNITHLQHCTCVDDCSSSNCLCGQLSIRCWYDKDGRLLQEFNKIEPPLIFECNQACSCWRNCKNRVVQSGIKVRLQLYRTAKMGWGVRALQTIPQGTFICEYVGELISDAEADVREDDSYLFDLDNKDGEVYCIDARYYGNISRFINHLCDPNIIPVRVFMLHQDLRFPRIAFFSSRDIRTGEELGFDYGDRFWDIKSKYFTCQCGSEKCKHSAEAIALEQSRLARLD
#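 Step 1: enzyme (final 20 nM) with compound, 15 min RT. Step 2: substrate peptide 500 nM and SAM 20 uM, 2 h RT. Step 3: anti-H3K9me1 antibody and AlphaScreen beads, 10 min, then plate read.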
# Pol iota inh: blocks human DNA polymerase iota activity | Q9UNA4 | Pol iota fluorescent replication assay, 10 min | Potency, µM (top dose mostly 115 µM), inactives show at the top dose activity, negative = inhibition, actives largely listed as inhibitors | 390,000 tested, 1% active
#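 Pol iota at 10 nM preincubated 15 min with compounds at room temperature; reaction started with fluorescent substrate, 50 nM final. Fluorescence read kinetically at 0 and 10 min; buffer-only wells as negative control.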
# POLH inh: inhibitors of human DNA polymerase eta; Q9Y253; recombinant Pol eta, fluorescent DNA replication assay; Potency, µM (titrated, usually from 114 µM), without a hit: top-dose activity change, negative = inhibition, usual class: inhibitors; 390,000 tested, 1.2% active; AID 588591; further: on the % scale 0 is the no-effect control and ±100 the full control effect
# Target sequence (Q9Y253 whole entry, looked up): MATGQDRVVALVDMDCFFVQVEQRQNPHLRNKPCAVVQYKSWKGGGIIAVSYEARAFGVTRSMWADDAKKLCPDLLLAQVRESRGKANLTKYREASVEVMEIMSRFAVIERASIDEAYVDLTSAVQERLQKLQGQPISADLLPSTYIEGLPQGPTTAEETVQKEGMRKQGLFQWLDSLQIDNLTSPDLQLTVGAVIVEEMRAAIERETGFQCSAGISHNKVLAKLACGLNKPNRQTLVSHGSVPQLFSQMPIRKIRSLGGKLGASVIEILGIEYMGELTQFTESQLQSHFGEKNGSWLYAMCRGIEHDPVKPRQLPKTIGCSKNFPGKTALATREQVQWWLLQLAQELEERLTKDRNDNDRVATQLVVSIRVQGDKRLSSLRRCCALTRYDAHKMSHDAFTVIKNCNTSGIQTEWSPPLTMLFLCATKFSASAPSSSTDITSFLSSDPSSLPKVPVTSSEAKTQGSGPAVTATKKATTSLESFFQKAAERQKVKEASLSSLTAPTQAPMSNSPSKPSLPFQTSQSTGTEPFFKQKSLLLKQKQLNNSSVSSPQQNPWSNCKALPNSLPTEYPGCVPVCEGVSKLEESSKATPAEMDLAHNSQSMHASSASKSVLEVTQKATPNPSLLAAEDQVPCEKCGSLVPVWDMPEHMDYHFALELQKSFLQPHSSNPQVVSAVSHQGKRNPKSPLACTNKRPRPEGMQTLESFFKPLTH
#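 Pol eta (10 nM) was preincubated with compounds for 15 min at room temperature, after which fluorescent replication substrate (50 nM final) was added to start the reaction. Fluorescence was read kinetically at 0 and 10 min.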
# The depositor's hits bear a star; ? = inconclusive; nt = no result given; & = joins results of further samples; [ ] = dose if it differs, or a comment. The call rests on the fitted dose curve; in most records, active means well fitted curve in the direction sought with a large enough effect; inconclusive means small, poorly fitted or top-dose-only effect, or another doubt; inactive means no such curve, though single readings can be large; an effect the other way counts as inactive or inconclusive. Potency means the concentration at half of the fitted maximal effect. Not all compounds are listed, so the mix of outcomes need not match the whole.
1: CC1=C(C(=O)OC(C)C)C(c2cccs2)NC(=O)N1 (stereo not given)
2: Cc1ccccc1NC(=O)CCC(=O)N/N=C/c1cccnc1
3: CNC(=O)c1[nH]cnc1C(=O)Nc1ccccn1
4: COc1cc(C(=O)Nc2nnc(CC(C)C)s2)c([N+](=O)[O-])cc1OC
5: O=C(CNS(=O)(=O)c1ccc2ccccc2c1)OCc1csc(-c2ccccc2)n1
6: O=C(NNC(=O)c1ncc(Cl)c(Cl)c1Cl)c1ccc(F)cc1
7: Cn1nnnc1SCC(=O)NC1CCCc2ccccc21 (stereo not given)
8: CC(C)OC(=O)c1cc(Cl)c(=O)n(Cc2ccc(Cl)cc2Cl)c1
9: CCOc1ccccc1C(=O)Nc1cc(C)ccc1NC(=O)c1ccco1
10: N#Cc1nc(-c2ccc(Cl)cc2)oc1NCCc1ccccn1
assay / compound	1	2	3	4	5	6	7	8	9	10
POLH inh	-3%	-9%	2%	3%	-22%	-7%	-22%	-21%	-2%	-4%
POLB inh	39%	?	13%	15%	-7%	5%	16%	-18%	-7%	-12%
BLM helicase inh	-3%	-2%	1%	0%	-7%	0%	-5%	-8%	0%	0%
Pol iota inh	8%	-7%	60%[activator]	-1%	-12%	26%	150%[activator]	34%	-16%	-5%
Pol kappa inh	-6%	1%	-2%	-2%	-15%	-4%	-9%	-1%	-13%	-6%
BAZ2B inh	-1%	-5%	56µM*	-7%	-22%	-4%	-5%	19%	-7%	6%
JMJD2A Tudor inh	-1%	-5%	?	-1%	3%	-23%	1%[57.1 µM]	37%[activator]	-6%	-11%
APE1 inh	-2%	?	1%	13%	9%	2%	-2%	15%	22%	-4%
G9a inh	16%	9%	nt	nt	-14%[59 µM]	nt	4%	36%	?	?

11: COc1ccc(Cl)cc1-n1c(=S)sc2c(=O)[nH]c(SCC(=O)NCC3CCCO3)nc21 (stereo not given)
12: Cc1cc(NC(=O)CC(C)C)c(=O)n(Cc2ccccc2F)c1
13: COc1ccc(C[C@H](N)C(=O)N[C@@H]2[C@H](O)[C@H](n3cnc4c(N(C)C)ncnc43)O[C@@H]2CO)cc1
14: CCOc1ccc(CCNC(=O)c2sc3nc4n(c(=O)c3c2C)CCC4)cc1
15: C/C(=N\OCC(=O)OCC(=O)N(C)c1ccccc1)c1ccc2c(c1)OCO2
16: Cn1cccc1C(=O)N1CCN(S(=O)(=O)c2ccccc2)CC1
17: Cc1cc(-c2ccc(Cl)cc2)n2nc(C)cc2n1
18: Cc1cc(C)c2[nH]c(=O)c(C(c3nnnn3Cc3ccc4c(c3)OCO4)N3CCC(C)CC3)cc2c1 (stereo not given)
19: CC(C(=O)N(C)C)N(C#N)c1nc(N(C)C)nc(N(C)C)n1 (stereo not given)
20: CCOC(=O)C(=CNc1ccc(N2CCOCC2)cc1)C(=O)OCC
assay / compound	11	12	13	14	15	16	17	18	19	20
POLH inh	-15%	-5%	nt	-18%	-18%	3%	-6%	-17%	0%	-16%
POLB inh	-1%	0%	nt	2%	nt	nt	13%	4%	5%	8%
BLM helicase inh	2%	-11%	-11%[21.4 µM]	-1%	nt	nt	1%	0%	-5%	-2%
Pol iota inh	-18%[58.9 µM]	25%	nt	10%	21%	-9%	24%	11%	12%	17%
Pol kappa inh	-24%	10%	-1%[12 µM]	12%	2%	-4%	3%	-12%	-3%	-18%
BAZ2B inh	-24%	-31%	nt	-36%	79µM*	-6%	58%[activator]	-25%	-6%	-3%
JMJD2A Tudor inh	-8%	-30%	nt	-11%	5%	-23%	56%[activator]	-23%	-7%	-10%
APE1 inh	-5%	7%	-3%[21 µM]	11%	37%	13%	10%	2%	-1%	-3%
G9a inh	?	nt	15%[21.5 µM]	19%	9%[12.7 µM]	-9%[59 µM]	175%[activator]	-12%[59 µM]	18%	?

# Not a retest: 5 of the compounds above.
16: Cn1cccc1C(=O)N1CCN(S(=O)(=O)c2ccccc2)CC1
17: Cc1cc(-c2ccc(Cl)cc2)n2nc(C)cc2n1
18: Cc1cc(C)c2[nH]c(=O)c(C(c3nnnn3Cc3ccc4c(c3)OCO4)N3CCC(C)CC3)cc2c1 (stereo not given)
19: CC(C(=O)N(C)C)N(C#N)c1nc(N(C)C)nc(N(C)C)n1 (stereo not given)
20: CCOC(=O)C(=CNc1ccc(N2CCOCC2)cc1)C(=O)OCC
assay / compound	16	17	18	19	20
POLH inh	3%	-6%	-17%	0%	-16%
POLB inh	nt	13%	4%	5%	8%
BLM helicase inh	nt	1%	0%	-5%	-2%
Pol iota inh	-9%	24%	11%	12%	17%
Pol kappa inh	-4%	3%	-12%	-3%	-18%
BAZ2B inh	-6%	58%[activator]	-25%	-6%	-3%
JMJD2A Tudor inh	-23%	56%[activator]	-23%	-7%	-10%
APE1 inh	13%	10%	2%	-1%	-3%
G9a inh	-9%[59 µM]	175%[activator]	-12%[59 µM]	18%	?

# (continued)
21: O=c1c(-c2nnc(SCc3ccc(Cl)cc3)o2)cccn1Cc1ccccc1
22: O=c1[nH]cnc2c1sc1nc(-c3ccccc3)c3c(c12)CCCC3
23: Nc1cc(N)nc(SCC(=O)NC(=O)NC2CCCC2)n1
24: COCCNC(=O)Cn1nc(Cc2ccncc2)c2ccccc2c1=O
25: COC(=O)c1cnc2ccccc2n1
26: O=C1N=c2ccccc2=C1c1sc(=S)n(NC(=O)c2ccccc2)c1O
27: COc1cc(C)ccc1OCc1cc(C(=O)N2CCC(c3ccc(F)cc3)C2)no1 (stereo not given)
28: CN(C)S(=O)(=O)c1ccc(Cl)c(NC(=O)COC(=O)c2cc(-c3ccccc3)nc3ccccc23)c1
29: O=C(CCC(=O)N1CCOc2ccc(Cl)cc21)N1CCN(c2ccccn2)CC1
30: Cc1ccc2nc(-c3ccccc3)c(NC(=O)c3ccco3)n2c1
assay / compound	21	22	23	24	25	26	27	28	29	30
POLH inh	-15%	-11%	-6%	8%	1%	-13%	-2%	-19%	-12%	-13%
POLB inh	-16%	44%	nt	7%	17%	21%	2%	?	15%	-12%
BLM helicase inh	-5%	3%	nt	-6%	3%	-5%	-10%	-8%	-1%	-4%
Pol iota inh	6%	17%	60%[activator]	-9%	5%	48%[activator]	16%	102%[activator]	-2%	8%
Pol kappa inh	-18%	5%	-13%	0%	-3%	-10%	-21%	-5%	-21%	9%
BAZ2B inh	16%	0%	5%	-8%	13%	?	0%	5%	3%	-2%
JMJD2A Tudor inh	-1%	-6%	?	-24%	-12%	-17%	-17%	-2%	-12%	-13%
APE1 inh	-5%	20%	-15%	11%	17%	-6%	41%	-9%	28%	-1%
G9a inh	211%[activator][59 µM]	22%[59 µM]	9%[2.33 µM]	0%	-6%[59 µM]	40µM*	65%[activator]	6%[59 µM]	3%	16%[59 µM]

31: Cc1ccc(S(=O)(=O)c2nc(-c3ccco3)oc2N2CCC(C)CC2)cc1
32: CCOc1ccccc1Oc1coc2cc(O)ccc2c1=O
33: CNC(=O)CSc1nc(N)c2c3c(sc2n1)CCC3
34: O=C(CSC1=NS(=O)(=O)c2ccccc2N1)Nc1nccs1
35: Cc1ccc(NC(=O)c2csc3c2CCCC3)cc1
36: Cc1ccc(C)c(N2CCN(C(=O)CCc3nnc4n(CC(C)C)c(=O)c5ccccc5n34)CC2)c1
37: Cc1ccc(S(=O)(=O)NCc2ccncc2)cc1C
38: Cc1ccc(NC(=O)CCSc2nnc(Cc3ccccc3)o2)cc1
39: C[C@@]12C[C@@H](O)[C@H]3[C@@H](CCC4=CC(=O)CC[C@]43C)[C@H]1CC[C@H]2C(=O)CO
40: Nc1ccccc1-c1ccccc1N
assay / compound	31	32	33	34	35	36	37	38	39	40
POLH inh	-14%	-16%	-12%	-5%	-3%	-20%	-5%	-20%	nt	-19%
POLB inh	-6%	42%	38%	nt	-1%	19%	17%	7%	nt	13%
BLM helicase inh	-7%	-2%	-1%	nt	-10%	-5%	-2%	-4%	1%[21.4 µM]	2%
Pol iota inh	-4%	10%	16%	-7%	-1%	20%	23%	6%	nt	5%
Pol kappa inh	-11%	2%	-8%	-13%	-15%	-4%	-11%	-11%	-4%[12 µM]	-2%
BAZ2B inh	10µM*	-4%	-8%	-9%	-8%	-1%	4%	3%	nt	-13%
JMJD2A Tudor inh	?	8%	-7%	-16%	30%	7%	-11%	-5%	nt	-10%
APE1 inh	2%	-2%	-2%	-15%	6%	nt	0%	-1%	1%[21 µM]	-8%
G9a inh	nt	1%	93%[activator][59 µM]	-41%	1%	4%[59 µM]	-3%	-11%[59 µM]	18%[21.5 µM]	14%[0.501 µM]

41: CC(C)(C)NC(=O)C(Cc1ccccc1)N1C(=O)c2ccccc2C1=O (stereo not given)
42: Oc1ccc(Cl)cc1/C=C/c1ccc2cccc(O)c2n1
43: O=C(c1csnn1)N1CCC[C@@]2(CCN(c3ccccc3)C2)C1
44: COc1ccc(C)cc1NC(=O)CCNC(=O)Cn1ccc2ccccc2c1=O
45: COc1cc(/C=C2\SC(c3ccccc3)=NC2=O)cc(Cl)c1O
46: O=C(CCc1ccccc1)Nc1ccc(NC(=O)C2CC2)nc1
47: O=C(Cc1c(F)cccc1Cl)Nc1ccc(S(=O)(=O)Nc2nccs2)cc1
48: O=C(Nc1nnc(-c2ccco2)o1)c1ccc(S(=O)(=O)N2CCOCC2)cc1
49: COc1ccc2nc(NC(=O)C3CCCN(S(=O)(=O)c4cccs4)C3)sc2c1 (stereo not given)
assay / compound	41	42	43	44	45	46	47	48	49
POLH inh	0%	-24%	nt	8%&-2%	?	-5%	-3%	-15%	-15%
POLB inh	32%	1%	nt	8%&34%	-4%	23%	48%	3%	?
BLM helicase inh	-1%	-12%	0%	-3%&2%	-12%	-8%	-2%	0%	-10%
Pol iota inh	-6%	63%[activator]	nt	-28%&8%	39%[activator]	?	84%[activator]	2%	-7%
Pol kappa inh	5%	-5%	-8%[60.1 µM]	-7%&8%	-17%	-2%	-1%	-5%	-17%
BAZ2B inh	11%	-20%	nt	-19%&2%	35µM*	-4%	-37%	nt	-3%
JMJD2A Tudor inh	-17%	-26%	nt	-4%&2%	6.3µM*	-19%	-16%	79µM*	-20%
APE1 inh	-6%	-2%	4%	29%	18%	-3%	4%	-4%	?
G9a inh	-6%	-2%	-20%[12.7 µM]	11%	-157%[59 µM]	-34%	19%	?	-8%[12.7 µM]

# Source: PubChem
